PLK1 PBD block: qHTS for Inhibitors of PLK1-PDB (polo-like kinase 1 - polo-box domain): Primary Screen; hit rate 2.8% among 360,000; Plk1 PBD binding of FITC phosphopeptide, fluorescence polarization; Potency, µM, for the others: max response, negative = inhibition, actives largely listed as inhibitors; Serine/threonine-protein kinase PLK1 (Homo sapiens), P53350; AID 720504, 2013; note: potency is the fitted concentration of half-maximal effect; series mostly up to about 57 µM; % is set by controls: 0 for no effect and ±100 for the full control effect; nearly all actives have a fitted effect of over 65% in size
Target sequence (P53350 whole entry, looked up, the tested form may be a part): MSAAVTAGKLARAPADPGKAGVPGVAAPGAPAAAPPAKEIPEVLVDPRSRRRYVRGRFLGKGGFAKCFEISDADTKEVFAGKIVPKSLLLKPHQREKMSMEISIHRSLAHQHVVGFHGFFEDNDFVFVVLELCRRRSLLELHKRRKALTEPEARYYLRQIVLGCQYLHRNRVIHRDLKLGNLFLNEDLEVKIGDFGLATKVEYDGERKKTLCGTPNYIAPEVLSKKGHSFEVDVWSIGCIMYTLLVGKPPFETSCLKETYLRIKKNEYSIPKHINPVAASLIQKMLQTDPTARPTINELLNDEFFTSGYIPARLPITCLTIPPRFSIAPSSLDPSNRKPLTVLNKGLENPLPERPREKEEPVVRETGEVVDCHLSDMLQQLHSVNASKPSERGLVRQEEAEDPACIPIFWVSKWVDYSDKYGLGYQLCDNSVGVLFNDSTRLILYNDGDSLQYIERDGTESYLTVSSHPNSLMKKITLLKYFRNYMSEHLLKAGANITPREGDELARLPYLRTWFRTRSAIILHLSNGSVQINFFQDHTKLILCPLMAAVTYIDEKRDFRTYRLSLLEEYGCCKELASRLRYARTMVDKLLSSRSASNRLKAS
IL2 activator: qHTS of IL-2 Activators; IL-2 activation reporter assay, cell-based qHTS; stimulated with anti-CD3/CD4/CD28 beads; in transgenic mouse T cells; activation, % (series mostly up to about 46 µM); hit rate 0.065% among 360,000; AID 652025, 2013; in the data active = activation above about 50%; inconclusive = mostly about 30% to 49%; note: 0% is about no effect
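Readout: EGFP and DsRed signals by fluorescent plate cytometry. Unstimulated transgenic mouse T cells received compound 60 min before antibody-bead stimulation, then incubated 18 h at 37 degrees C.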
FUS suppressor: qHTS for Suppressors of FUS Proteinopathy: Primary screen using FUS-linked yeast assay; S. cerevisiae FUS-expressing, growth rescue, OD600, 24 h; Potency, µM (titrated, usually from 76.6 µM), for inactives: top-dose growth rescue (activation), actives largely listed as activators; hit rate 0.24% among 390,000; AID 1347120, 2019;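 note: potency is the fitted concentration of half-maximal effect; plate controls were DMSO vehicle for no effect and reference control for full effect; nearly all actives have a fitted effect of over 55% in size; some results filed as inactive show a strong effect at the top dose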
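S. cerevisiae expressing FUS from galactose induction served as the toxicity model. Growth after 24hr at 30C, read as absorbance at 600 nm, indicates suppression of toxicity; compounds dosed at several concentrations.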
WRN helicase inh: qHTS for Inhibitors of WRN Helicase; Bifunctional 3'-5' exonuclease/ATP-dependent helicase WRN (Homo sapiens), Q14191; WRN helicase unwinding, fluorescent forked duplex, kinetic; Potency, µM (doses to about 114 µM), for the others: at the top dose activity change, negative = inhibition, hits mostly inhibitors; hit rate 0.46% among 360,000; note: potency is the fitted concentration of half-maximal effect; % is set by controls: 0 for no effect and ±100 for the full control effect; nearly all actives have a fitted effect of over 55% in size
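Kinetic red-fluorescence monitoring (525/598 nm) tracks WRN helicase activity after 100 nM fluorophore-quencher forked duplex and 2 mM ATP are added to 20 nM enzyme pretreated 15 min at room temperature with compound.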
PI5P4Ka inh: qHTS for Inhibitors of phosphatidylinositol 5-phosphate 4-kinase (PI5P4K); AID 652105, 2013; max response, %; PI5P4Kalpha enzyme, ADP-Glo luminescence, 60 min; active compounds read low; hit rate 1.2% among 330,000; Phosphatidylinositol 5-phosphate 4-kinase type-2 alpha (Homo sapiens), P48426; active = max response of -50% or lower; inconclusive = between -30% and -50%; inactive = -30% or higher; note: value at the top dose of about 77 µM; % is set by controls: 0 for no effect and ±100 for the full control effect
Target sequence (P48426 whole entry, looked up): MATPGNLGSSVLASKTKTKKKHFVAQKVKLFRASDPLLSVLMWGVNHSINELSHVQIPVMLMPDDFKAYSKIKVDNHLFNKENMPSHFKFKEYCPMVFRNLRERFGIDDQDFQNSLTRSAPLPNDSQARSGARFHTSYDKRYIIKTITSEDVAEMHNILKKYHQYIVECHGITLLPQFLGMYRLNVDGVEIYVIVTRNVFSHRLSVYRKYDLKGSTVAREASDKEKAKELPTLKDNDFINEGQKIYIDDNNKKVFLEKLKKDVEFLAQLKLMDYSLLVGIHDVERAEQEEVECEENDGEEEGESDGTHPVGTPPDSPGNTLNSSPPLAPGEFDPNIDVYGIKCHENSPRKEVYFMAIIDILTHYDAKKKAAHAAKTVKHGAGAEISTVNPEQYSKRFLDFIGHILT
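ADP-Glo luminescence end-point read after a 60 min room-temperature kinase reaction of PI5P4Kalpha plus substrate, initiated with ATP at 5 microM final. Buffer: 0.038 M HEPES pH 7.4, EGTA, 0.1% CHAPS, 5% DMSO.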
EPAC1 ag: qHTS for Agonist of cAMP-regulated guanine nucleotide exchange factor 3 (EPAC1): primary screen; Rap guanine nucleotide exchange factor 3 (Homo sapiens), O95398; EPAC1 agonist qHTS, biochemical assay; response scale: 100% = response to 6.5 mM cAMP; Potency, µM (top dose mostly 154 µM), without a hit: top-dose activation, actives largely listed as activators; hit rate 0.073% among 360,000; note: potency is the fitted concentration of half-maximal effect; nearly all actives have a fitted effect of over 60% in size
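EPAC1 100 nM, Rap1B–BODIPY-GDP 250 nM, unlabeled GDP 50 uM; compound titration; 5 min RT; kinetic read ex480/em540 at 5-min intervals ×30 min; data normalized to 6.5 mM cAMP agonist control.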
Abeta rescue: qHTS for compounds that reverse cellular toxicity of Amyloid beta (A-beta) peptide in yeast: Primary Screen. yeast expressing A-beta42, growth rescue, OD600, 48 h; response scale: 0% DMSO, 100% iron-clioquinol control. Potency, µM (titrated, usually from 46.1 µM), inactives show at the highest dose growth rescue, actives largely listed as activators. hit rate 0.063% among 410,000; note: potency is the fitted concentration of half-maximal effect; nearly all actives have a fitted effect of over 55% in size
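Growth rescue measured by 600 nm absorbance after 48 h yeast culture at 30 C with compound. Values normalized between DMSO and an equimolar ferric chloride plus clioquinol control.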
EPAC1 antagonist: qHTS for Antagonist of cAMP-regulated guanine nucleotide exchange factor 3 (EPAC1): primary screen | EPAC1 GEF assay, Rap1b-BODIPY-GDP exchange fluorescence | Potency, µM (doses to about 115 µM), for the others: at the top dose activity change, negative = inhibition, actives largely listed as inhibitors | hit rate 0.14% among 360,000 | AID 720709, 2013;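 note: potency is the fitted concentration of half-maximal effect; plate controls were vehicle for no effect and positive control for full effect; nearly all actives have a fitted effect of over 50% in size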
aSyn rescue: qHTS of alpha-syn Inhibitors. AID 652106, 2013. Yeast expressing alpha-synuclein, growth rescue, BacTiter-Glo, 24 h. hit rate 0.14% among 370,000. Potency, µM (highest dose often 46.1 µM), inactives show top-dose growth rescue (activation), hits mostly activators; note: potency is the fitted concentration of half-maximal effect; % of control where 0% means no effect; nearly all actives have a fitted effect of over 65% in size
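Galactose-induced alpha-syn yeast (OD600=0.02, raffinose-pregrown) + pinned cpd, 24 hr, 30 deg C; growth by BacTiter-Glo luminescence. Growth restoration scores as activation.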
* hit, by the source's call; ? = inconclusive; . = no result given; [ ] = another dose, or the depositor's remark. Unless noted, calls come from the whole dose curve; as a rule, active = well fitted curve in the direction sought with a large enough effect; inconclusive = small, poorly fitted or top-dose-only effect, or another doubt; inactive = no such curve, though single readings can be large; an effect the other way counts as inactive or inconclusive.

smiles	PLK1 PBD block	IL2 activator	FUS suppressor	WRN helicase inh	PI5P4Ka inh	EPAC1 ag	Abeta rescue	EPAC1 antagonist	aSyn rescue
COc1ccc(C2CC(=O)Oc3c(C(CCN4CCN(c5ccccc5)CC4)c4ccc(N(C)C)cc4)c(OC)cc(OC)c32)cc1 (configuration not stated)	1%	1.6	23%	15%	7	-3%	-18%	15%	-11%
Cc1ccc(NC(=O)C2CCN(S(=O)(=O)c3ccc4c(c3)CC(C)N4C(=O)C3CCC3)CC2)nc1 (configuration not stated)	-16%	-3.2	?	8%	0	4%	0%	?	0%
O=C(CN(C1CCCCC1)S(=O)(=O)c1ccc(F)cc1)NC1CC1	-6%	-1.3	-10%	4%	.	5%	8%	15%	15%
Cc1ccc(S(=O)(=O)N2CCOCC2)cc1NC(=O)CN(C)CC(=O)Nc1cccc(F)c1	-9%	-2.6	-2%	8%	-1	-1%	2%	-3%	0%
O=C(Nc1ccc2c(c1)CCC2)c1cccc(OC(F)F)c1	-5%	3.7	8%	-3%	-2	13%	23%	-18%	3%
COc1cc(/C=C/C(=O)O)cc(S(=O)(=O)NC2CCCC2)c1OC	-7%	-0.6	-9%	-1%	1	1%	10%	2%	0%
COc1ccc(CC(=O)OCC(=O)NCc2ccco2)cc1OC	-2%	-0.1	9%	0%	2	0%	4%	-2%	2%
COc1ccc(C(=O)Nc2ccc(C(=O)Nc3nccs3)cc2)cc1[N+](=O)[O-]	-3%	-1.7	.	-15%	-13	-1%	-9%	-2%	1%
COc1cc(CN2CCCC(N3CCN(c4ccccc4C)CC3)C2)ccc1O (configuration not stated)	1%	-0.2	2%	-12%	5	-12%	-22%	-6%	-3%
CCC(C)Nc1nc(OC)nc(N(C)C#N)n1 (configuration not stated)	2%	0.2	-14%	2%	8	-16%	-15%	-8%	-16%
CCOC(=O)CNC(=O)C(Cc1ccccc1)NC(=O)OCc1ccccc1 (configuration not stated)	-19%	-0.4	-30%	10%	-1	4%	8%	?	2%
CCOC(=O)c1cc(-c2cc3ccccc3o2)nc2c1c(=O)[nH]c(=O)n2CCOC	-11%	2.1	-17%	0%	-8	-5%	-11%	3%	-15%
COc1ccc(NC(=O)c2cc(S(=O)(=O)N(C)C)ccc2N2CCCC2)cc1Cl	-8%	-0.1	5%	-26%	0	13%	11%	-17%	-7%
O=C(CO)N/N=C/c1cccc(Cl)c1Cl	-2%	1.6	.	9%	-5	-4%	2%	-6%	5%
CC(C)c1ccccc1NC(=O)Nc1nnc([C@@H]2C[C@H](O)[C@@H](CO)O2)s1	-10%	-0.6	-9%	-3%	-1	-5%	1%	-14%	-1%
CN1C[C@@H]2[C@@H]3C(=O)N(Cc4ccccc4)C(=O)[C@@H]3[C@](C)(C1=O)N2C(=O)c1ccccc1	8%	0.9	-16%	-6%	-4	14%	-3%	-3%	-12%
COc1ccc(/C=C/C(=O)OCC(=O)NCCC2=CCCCC2)cc1	1%	1.0	-6%	8%	-5	-4%	16%	5%	16%
COC(=O)c1cc(OC)c(OC)cc1NC(=O)CCNC(=O)c1ccco1	2%	1.1	6%	7%	0	4%	2%	19%	0%
O=C(CN1CCN(S(=O)(=O)c2ccc(Cl)cc2)CC1)N1CCCC1	1%	-0.2	-6%	2%	-2	1%	1%	-3%	1%
C=CCNc1ncnc2ccccc12	-12%	-2.3	-20%	-2%	.	8%	-19%	-12%	0%
O=C(O)C(F)=C1c2ccccc2-c2ccccc21	-1%	-0.5	-15%	-12%	7	-10%	-1%	-17%	-5%
COc1ccc(N(CC(=O)NCCSc2ccccn2)S(C)(=O)=O)cc1Cl	-5%	-2.2	7%	10%	-1	-1%	18%	16%	-12%
CC(=O)Nc1ccc(S(=O)(=O)N(Cc2cc3ccc(C)cc3[nH]c2=O)CC2CCCO2)cc1 (configuration not stated)	-11%	-0.2	20%	-4%	-3	10%	5%	-29%	3%
CC(=O)Nc1ccc(NC(=O)CSc2nnc(C3CC3)n2C)cc1	0%	0.0	24%	-6%	3	-3%	3%	13%	2%
Cc1nn2c(=O)cc(COC(=O)c3ccc(S(=O)(=O)N4CCCCC4)cc3)nc2s1	-3%	-0.4	.	-15%	8	-5%	7%	-16%	-6%
CCc1nc2scc(-c3cccs3)c2c(=O)o1	-17%	0.1	63%	-16%	-29	12%	-8%	-1%	-12%
Cc1ccc(-c2nc3ccccc3nc2-c2ccccc2)cc1	-12%	-0.4	25%	-8%	7	12%	3%	-40%	-13%
CC(=O)N1CCN(c2cc(N3CCCC3)c(F)cc2[N+](=O)[O-])CC1	-11%	2.4	15%	-14%	4	-10%	2%	?	11%
CC(C)CCn1c(N)c(S(=O)(=O)c2cccs2)c2nc3ccccc3nc21	-9%	-3.8	12%	-20%	.	?	-16%	-12%	-7%
Cc1ccc(F)cc1NCC(=O)Nc1ccc(Cl)cc1F	1%	0.3	.	-9%	24	6%	45%	-6%	18%
Cc1cc(C(=O)N2CCCC(Nc3ccc(C)c(C)c3)C2)nc(C)n1 (configuration not stated)	5%	-0.2	-8%	6%	1	11%	5%	6%	-6%
CC(C)CCNC(=O)C1CCN(C(=O)N(C)C)CC1	-2%	-1.1	-16%	1%	.	-4%	2%	10%	5%
COc1ccccc1N1CCN(C(=O)c2cc(S(=O)(=O)N3CCOCC3)ccc2C)CC1	-5%	-0.5	33%	-13%	0	-2%	10%	-16%	6%
Cc1cccc2c(=O)c(C(=O)NCc3ccc(F)cc3)c[nH]c12	-14%	1.0	17%	?	-2	7%	-2%	-9%	1%
Cc1cc(N/N=C/c2ccc(F)cc2)nc(NCc2ccccc2)n1	7%	-0.8	-1%	-12%	-14	11%	-13%	-25%	-15%
CCN(Cc1ccccc1)C(=O)Cn1c(=O)n(CC(=O)N2CCCCC2)c(=O)c2sccc21	-9%	-3.3	-13%	4%	0	4%	6%	17%	1%
CC(C)Oc1ccc(C(=O)OCC(=O)c2ccc[nH]2)cc1	-2%	-1.3	.	4%	2	3%	1%	2%	0%
Cc1cc(/C=N/n2cnnc2)c(C)n1-c1cccc(Cl)c1	-13%	0.7	-7%	-18%	-7	6%	-4%	-10%	2%
COc1ccc(C(=O)c2c3ccc([N+](=O)[O-])cc3[n+]([O-])n2CCCC(N)=O)cc1	-24%	0.7	-3%	-27%	0	-12%	-5%	12%	-2%
Cc1ccc2c(c1)C(c1ccccc1)N(C(=O)c1ccc(F)cc1)CC(=O)N2 (configuration not stated)	0%	0.3	13%	2%	0	3%	10%	4%	2%
COc1ccc(N2CC(C(=O)Nc3nnc(SCC(=O)Nc4ccc(NC(C)=O)cc4)s3)CC2=O)cc1 (configuration not stated)	-8%	-1.2	?	-1%	-15	-1%	-1%	-14%	3%
COc1ccccc1CC(=O)Nc1ccc(O)cc1C(=O)O	-8%	0.0	30%	5%	.	-11%	21%	7%	0%
CCOC(=O)C1CCCN(C(=O)c2ccc3sccc3c2)CC1 (configuration not stated)	0%	-0.4	1%	1%[57.1 µM]	0	-6%	1%	-3%	5%
COC(=O)[C@@H](N)Cc1ccc(O)c(O)c1	-10%	0.7	-9%	6%	3	-1%	-15%	-22%	?
C/C=C(\C)C(=O)OC1[C@H](OC(C)=O)C2(CO)C(CC1(C)C)C1=CCC3C4(C)CCC(O[C@@H]5O[C@H](C(=O)O)[C@@H](O[C@@H]6O[C@H](CO)[C@@H](O)[C@H](O)[C@H]6O)[C@H](O)[C@H]5O[C@H]5O[C@H](CO)[C@@H](O)[C@H](O)[C@H]5O)[C@](C)(CO)C4CCC3(C)[C@]1(C)C[C@H]2O (some centres not stated)	-26%	-0.8	?	6%	-16	-16%	-67%[inhibitor]	-3%	-44%[inhibitor]
S=C(NCCN1CCOCC1)Nc1ccc(Br)cc1	-8%	-0.5	-19%	5%	-7	17%	-2%	-3%	-8%
COc1ccc(C2N3CC4(C)CN2CC(C)(C3)C4=O)cc1OC (configuration not stated)	0%	-1.6	-21%	0%	-4	-5%	-12%	-4%	-16%
CC(=O)c1nn(-c2cccc(C)c2)cc1C(=O)c1cccc(Br)c1	0%	0.8	-3%	4%	9	5%	-1%	1%	3%
O=C(c1cccc(S(=O)(=O)NCc2ccccc2)c1)N1CCCC1	-3%	0.0	13%	5%	10	-5%	-10%	-18%	-12%

Source: PubChem (National Center for Advancing Translational Sciences (NCATS))
